Screening results from PubChem BioAssay.
TbREL1 inh = TbREL1 inhibition, primary screen; TbREL1 RNA ligation, FRET fluorescence; inhibition, % at 9.66 µM; actives 0.49% (n = 89,000);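 active = inhibition above the mean inhibition across all screened compounds plus 3 SD, cut at about 11% in these data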;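 note: 0% = plate median of test wells and 100% = NSC42067 control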
Target sequence (P86926 whole entry, looked up): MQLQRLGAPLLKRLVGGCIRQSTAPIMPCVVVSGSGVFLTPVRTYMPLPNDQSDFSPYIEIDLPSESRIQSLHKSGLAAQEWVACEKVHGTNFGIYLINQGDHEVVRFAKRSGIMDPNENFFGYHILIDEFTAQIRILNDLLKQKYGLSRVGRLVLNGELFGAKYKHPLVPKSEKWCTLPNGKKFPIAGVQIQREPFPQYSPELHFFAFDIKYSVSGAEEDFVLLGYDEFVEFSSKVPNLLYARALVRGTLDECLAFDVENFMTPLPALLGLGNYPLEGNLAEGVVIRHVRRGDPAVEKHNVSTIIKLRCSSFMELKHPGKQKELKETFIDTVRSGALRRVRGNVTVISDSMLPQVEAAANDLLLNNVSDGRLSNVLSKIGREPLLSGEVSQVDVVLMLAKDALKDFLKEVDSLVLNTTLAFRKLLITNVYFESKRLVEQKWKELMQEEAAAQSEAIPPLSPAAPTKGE
* hit, by the source's call.

Molecule	TbREL1 inh
O=C1c2ccccc2C(=O)C12OC(c1ccccc1)C1(C(=O)c3ccccc3C1=O)C2c1ccc([N+](=O)[O-])cc1 (stereo not drawn)	1
Cc1c(Cl)cccc1NC(CC(=O)c1ccccc1)C(=O)O (stereo not drawn)	5
O=C1CCCC(=O)C1=C1SCCCS1	-2
C/C(=N/OC(=O)c1c(-c2ccccc2Cl)noc1C)c1cnccn1	0
CN(C)/C=C(\C#N)C(=O)c1cccnc1Oc1cccc(F)c1	0
O=C(CN1C(=O)NC2(CCCC2)C1=O)Nc1ccccc1N1CCCCC1	-1
CCOC(=O)C1(C)CCCCCN1C(=O)c1ccc(SC(F)(F)F)cc1 (stereo not drawn)	2
CCOC(=O)c1c(C)[nH]c(C(=O)COC(=O)c2cc(C)oc2C)c1C	-2

The list continues.
Molecule	TbREL1 inh
CC(=O)c1ccsc1-c1c(C)cc2oc(=O)cc(-c3ccccc3)c2c1C	1
COc1ccc(-n2c(Cc3cccn3C)nnc2SCC(=O)Nc2ccc(F)cc2)cc1	-6
Cc1ccc(S(=O)(=O)N(C)C[C@H]2Oc3cc(Br)ccc3S(=O)(=O)N([C@H](C)CO)C[C@H]2C)cc1	-3
O=C(NCc1ccco1)c1ccc(=O)[nH]n1	2
CC(C)(C)C(=O)/C=C(\N)c1ccccn1	-3
COc1ccccc1Cn1c(-c2ccccc2OC)nc2ccccc21	-1
CCCCn1c(=O)nc2n(-c3ccc(Cl)cc3)c3ccccc3cc-2c1=O	6
Nc1cc(C(=O)OCC(=O)N2CCCC2=O)ccc1Cl	-1

Next section:
Molecule	TbREL1 inh
COC(=O)c1ccccc1-c1c2ccc(=N)cc-2oc2cc(N)ccc12	-167
Cc1ccc(-c2nnc(SCC(N)=O)nc2-c2ccc(C)cc2)cc1	5
O=C(COc1ccccc1)NCCc1nc2ccccc2[nH]1	0
CC1CN(Cc2nc3c(c(=O)n(C)c(=O)n3C)n2CCCc2ccccc2)CC(C)O1 (stereo not drawn)	3
CCN(CC(=O)Nc1ccccc1C(F)(F)F)C(=O)c1ccccc1SCC(=O)N1CCCC1	-3
O=C(c1ccccc1)N1CCN=C1c1ccccc1	1
C=CCn1c(-c2ccc(OC)cc2)nc2nc3ccccc3nc21	-1
Cc1cc(F)ccc1S(=O)(=O)N1CCCOC1CNC(=O)C(=O)NCc1ccccn1 (stereo not drawn)	4

Further entries follow:
Molecule	TbREL1 inh
CCCCCN1C2=NCCN2c2ccccc21	3
Cc1cccnc1NC(=O)c1ccc2nc(N)sc2c1	8
CCN1CCCC1Cn1cnc2c([nH]c3cc(OC)ccc32)c1=O (stereo not drawn)	1
CC1CN=C(c2cccn2Cc2ccc(F)cc2Cl)O1 (stereo not drawn)	3
CC(C)n1c(CNC(=O)c2ccccc2F)nnc1SCC(=O)c1ccc(F)cc1	6
COc1ccc(N2C(=O)C3CCCN3C2c2cccs2)cc1 (stereo not drawn)	1
COc1ccccc1C(CNC(=O)c1cccc(S(=O)(=O)Nc2ccc(F)cc2)c1)N1CCCC1 (stereo not drawn)	0
Cc1ccc(S(=O)(=O)CC(=O)Nc2nc(-c3ccccc3)cs2)cc1	3

(further entries)
Molecule	TbREL1 inh
O=C(C1CCCN1S(=O)(=O)c1ccccc1)N1CCc2ccccc2C1 (stereo not drawn)	4
O=C(CNC(=O)c1ccccc1)NCC1COc2ccccc2O1 (stereo not drawn)	0
Cc1cccc(CN2[C@@H](CC(C)C)COCCS2(=O)=O)c1	-1
CCOC(=O)c1ccc(NC(=O)CCC(CC)C(=O)O)cc1 (stereo not drawn)	0
COc1ccc([N+](=O)[O-])cc1/C=N/NC(=O)CNC(=O)c1cccc(F)c1	7
CN=C1S/C(=C/c2cc(C)n(-c3cc(C)ccc3OC)c2C)C(=O)N1C	-5
CCc1ccc(NC(=O)Cn2c(=O)oc3cc(S(=O)(=O)N4CCOCC4)ccc32)cc1	-4
COc1ccc(C(O)c2coc3ccc(O)c(CN(C)C)c23)cc1 (stereo not drawn)	-1

(cont.)
Molecule	TbREL1 inh
COc1ccc2c(c1)C=C(CN1CCC(CO)(CCc3ccccc3)CC1)CO2	-4
COCCNC(=O)c1c(CS(=O)(=O)c2ccccc2)noc1C(=O)NCc1ccccc1	0
CCn1c(SCC(C)=O)nc2sc3c(c2c1=O)CCCC3	-4
Cc1ccc(OCC(=O)N/N=C/c2cccnc2)cc1	2
CC(C)(CN1CCCCC1)NS(=O)(=O)c1ccc(Cl)cc1	-1
COc1ccc(-c2nn(-c3ccccc3)cc2/C=C\C(=O)Nc2ccc(C(=O)O)cc2)cc1	-3
CCc1nnc(SCC(=O)N2CCCC(N3CCN(c4ccccc4C)CC3)C2)o1 (stereo not drawn)	3
COCCCN1C(=O)C(CC(=O)NCc2cccs2)CC(C(=O)N(C(C)C)C(C)C)=C1C (stereo not drawn)	-2

Three of the compounds above, with each value named.
> CCOC(=O)C1(C)CCCCCN1C(=O)c1ccc(SC(F)(F)F)cc1 (stereo not drawn)
- TbREL1 inh: 2
> CCOC(=O)c1c(C)[nH]c(C(=O)COC(=O)c2cc(C)oc2C)c1C
- TbREL1 inh: -2
> CC(=O)c1ccsc1-c1c(C)cc2oc(=O)cc(-c3ccccc3)c2c1C
- TbREL1 inh: 1

Next section:
Molecule	TbREL1 inh
CC1=CC(=O)C(C2CCCCC2)=C/C1=N\OS(=O)(=O)c1ccccc1	-3
Cc1ccc(NC(=O)OCC(F)(F)C(F)F)cc1NC(=O)OCC(F)(F)C(F)F	1
Clc1ccccc1N1CCN(c2ncnc3nc[nH]c23)CC1	-1
O=c1[nH]c(SCc2cccc(F)c2)nc2c1CCCC2	-1
O=C(CCN1C(=O)/C(=C\c2cccs2)SC1=S)Nc1nccs1	1
Cc1c(C#N)c2ccccc2n1CC(=O)N1CCc2ccccc2C1	2
Cc1ccc2cc(C#N)c(NCCNC(=O)C3CCC3)nc2c1C	-1
O=C(O)CCn1c(C(=O)O)cc2sccc21	-3

Continued:
Molecule	TbREL1 inh
CC(Oc1ccc(Cl)cc1)C(=O)Nc1ccc(S(=O)(=O)Nc2nccs2)cc1 (stereo not drawn)	-3
CC1CCC2C(=O)N(c3ccc(NC4CCCCC4)c([N+](=O)[O-])c3)C(=O)C2C1 (stereo not drawn)	0
Cc1ccc2c(c1)[nH]c1c(=O)n(Cc3ccco3)cnc12	0
C[C@@H]1CCN(C2CC2)S(=O)(=O)c2ccc(N3CCC[C@H]3CO)cc2O1	-1
Cn1c(CSCc2ccc(Cl)c(Cl)c2)n[nH]c1=S	-5
O=C1CC(=O)N(Cc2ccco2)C(=O)N1	70*
CC(C)c1ccc(-c2nnn(CCC#N)n2)cc1	0
C/C(=N\NS(=O)(=O)c1c(C)cc(C)cc1C)c1ccncc1	-4

(listing goes on)
Molecule	TbREL1 inh
Cc1cc(C(=O)NC(C)c2ccccc2)c2cc(F)ccc2n1 (stereo not drawn)	0
Cc1nn(Cc2ccccc2)c(C)c1NC(=O)c1cc(-c2ccc3c(c2)OCO3)on1	5
C=C(C)Cn1c(SCC)nc2ccccc2c1=O	0
CCNc1nc(NCC)nc(SCC(C)=O)n1	-1
COc1ccc(CNCc2cc(Cl)ccc2O)cc1	1
CNC(=S)N(CCc1c(C)[nH]c2ccc(C)cc12)Cc1cccs1	-9
Cc1ccc(C(=O)N2CC=C(c3ccccc3)CC2)o1	0
Cc1ccc(C(OCC(O)CN2CCCCC2)c2ccccc2)cc1 (stereo not drawn)	13*

(cont.)
Molecule	TbREL1 inh
O=C(CSc1nnc(-c2ccccn2)n1Cc1ccccc1)Nc1ccc2c(c1)OCO2	0
Cc1cc2nc(-c3ccc(SCc4ccccn4)nc3)[nH]c2cc1C	1
Cc1ccc(CNC(=O)C2CCCN(C(=O)Nc3ccc(F)cc3)C2)cc1 (stereo not drawn)	3
CCOC(=O)c1ccc(N2C(=O)[C@@H](c3ccccc3)[C@H]2c2ccccc2)cc1	2
CCn1c(SCC(=O)Nc2ccc3c(c2)OCO3)nc2c1c(=O)n(C)c(=O)n2C	4
CC(C)C[C@H](NC(=O)c1nc[nH]c1C(=O)N[C@@H](CCCCNC(=O)OC(C)(C)C)C(=O)OC(C)(C)C)C(=O)OCc1ccccc1	3
O=C(NNC(=O)c1ccc([N+](=O)[O-])cc1Cl)c1ccncc1	4
Cc1c(C(c2cccc(Br)c2)c2c(C)n(C)n(-c3ccccc3)c2=O)c(=O)n(-c2ccccc2)n1C	-1

Next section:
Molecule	TbREL1 inh
CC1=C(C(=O)Nc2ccc(C)cc2C)C(c2ccc(Cl)cc2)n2nc(C(=O)OC(C)C)nc2N1 (stereo not drawn)	-2
C=CCNC(=O)c1ccccc1NC(=O)C1CCN(S(=O)(=O)c2ccc(SC)cc2)CC1	-9
CC(C)(C)c1ccc(-c2nc(C#N)c(NCCCn3ccnc3)o2)cc1	-2
Cc1nc2ccc(NC(=O)Cc3ccsc3)cc2s1	0
CCOc1cccc(CNCc2ccc(C(=O)O)cc2)c1	0
O=C([C@@H]1CCCN1C(=O)c1cccs1)N1CCN(S(=O)(=O)c2cccc(F)c2)CC1	-3
CC(NC(=O)Cc1ccc(-c2ccccc2)cc1)c1ccccc1 (stereo not drawn)	0
C/C(=N\NC(=O)Cc1ccc(O)cc1)c1cccnc1	1

(continued)
Molecule	TbREL1 inh
CCc1nc2ccc(C)cc2c(C(=O)NC2CCCCC2C)c1C (stereo not drawn)	7
COc1ccc(CNC(=O)CSc2nnnn2C)cc1OC	2
CCOC(=O)N1CCN(C(=O)COc2ccc(Br)cc2Cl)CC1	-3
O=C(c1ccccc1F)N1CCN(Cc2cccc(Cl)c2)CC1	2
CCS(=O)(=O)c1ccc(N)cc1	4
COCCn1c(-c2ccccc2)nc2oc3cc(OC)ccc3c(=O)c2c1=O	4
CCOC(=O)N1CCC(NC(=O)c2cc(S(=O)(=O)N3CCC4(CC3)OCCO4)ccc2F)CC1	1
COc1cccc(CNC(=O)C2CCCN(S(=O)(=O)c3cnc[nH]3)C2)c1 (stereo not drawn)	0

(next part)
Molecule	TbREL1 inh
Cc1ccc(S(=O)(=O)NCC(=O)N2CCCC2)cc1	0
O=C(Cc1c[nH]c2ccccc12)NC1(C(=O)NC2CCCC2)CCCCC1	-5
O=c1ccc(-c2ccc(S(=O)(=O)N3CCN(c4cccc(Cl)c4)CC3)o2)n[nH]1	1
C=CCn1c(COc2ccc(C)cc2)nnc1SCC(=O)c1ccc(-c2ccccc2)cc1	1
CCCCn1c(SCC(=O)NCC2CCCO2)nc2ccc(N3CCOCC3)cc2c1=O (stereo not drawn)	-4
COC(=O)CC1C(=O)NCCN1C(=O)c1ccccc1 (stereo not drawn)	2
CCCCC(CC)C1OCC(CN2CCCCC2)O1 (stereo not drawn)	-1
COc1ccc(C2/C(=C(\O)c3ccc4c(c3)OCCO4)C(=O)C(=O)N2CCCN(C)C)cc1 (stereo not drawn)	-3

Structures above marked active in TbREL1 inh:
Molecule	TbREL1 inh
O=C1CC(=O)N(Cc2ccco2)C(=O)N1	70*
Cc1ccc(C(OCC(O)CN2CCCCC2)c2ccccc2)cc1 (stereo not drawn)	13*

The list goes on.
Molecule	TbREL1 inh
COc1ccc(N2CCN(Cc3nc4ccccc4c(=O)[nH]3)CC2)cc1	-4
CCN(CC)CCn1c2c(c(SCC(=O)Nc3cccc4ccccc34)nc1=O)CCCC2	-2
O=S(=O)(Cc1ccc(Cl)cc1)c1ccccc1-c1nnc(-c2ccc(Cl)cc2)o1	-1
O=C(Cn1nnc(-c2ccc(NC(=O)c3ccccc3F)cc2)n1)NCc1ccc(F)cc1	-2
COc1ccc(N2C(=O)CC(N3CCN(S(=O)(=O)c4cc(C)ccc4C)CC3)C2=O)cc1 (stereo not drawn)	3
O=C(CCN1CCCCC1)c1ccc2c(c1)OCO2	1
Cc1c(Cl)cccc1NC(=O)COC(=O)CN1C(=O)NC(C)(C)C1=O	1
O=C(NCCCNC(=O)c1ccccn1)c1ccc(F)cc1	0

Additional compounds:
Molecule	TbREL1 inh
Cc1ccccc1CN(c1ccc(C(=O)NCCC2=CCCCC2)cc1)S(C)(=O)=O	-2
Cc1ccc(-c2ccc(=O)n(CC(=O)NCCN(C)C)n2)cc1	-1
COc1ccc(OCC(O)CN2CCN(CC(O)COc3ccc(OC)cc3)CC2)cc1 (stereo not drawn)	-4
Cc1ccccc1NC(=O)Cn1nnc2sc3c(c2c1=O)CC(C)(C)OC3	-3
CC1CCN(C2=NC(=O)N(c3ccc(Br)cc3)C(=O)C2)CC1	-4
COc1cccc(NC(=O)CN(C)C(C)C(=O)Nc2cc([N+](=O)[O-])ccc2Cl)c1 (stereo not drawn)	-3
Cc1ccc(OCC(=O)N/N=C/c2ccncc2)cc1C	4
CCOc1ccc(/C=C(\C)C(=O)c2c(C)cc(C)[nH]c2=O)cc1	-2

Sorted by the number under TbREL1 inh (largest number first): some entries from above.
compound | TbREL1 inh
Cc1ccc(OCC(=O)N/N=C/c2ccncc2)cc1C | 4
CCOc1ccc(/C=C(\C)C(=O)c2c(C)cc(C)[nH]c2=O)cc1 | -2
Cc1ccccc1NC(=O)Cn1nnc2sc3c(c2c1=O)CC(C)(C)OC3 | -3
COc1ccc(OCC(O)CN2CCN(CC(O)COc3ccc(OC)cc3)CC2)cc1 (stereo not drawn) | -4

Other structures follow.
Molecule	TbREL1 inh
NC(=O)c1cccc(-c2ccnc3c2CC(C(=O)NCCc2ccccc2)O3)c1 (stereo not drawn)	-2
O=S(CCc1ccncc1)Cc1ccccc1 (stereo not drawn)	-1
CN(CC(=O)N1CCC(C(N)=O)CC1)S(=O)(=O)c1ccc2ccccc2c1	3
O=C(NCCc1ccccc1)OCc1cn(Cc2cccc(F)c2F)nn1	2
CCn1ccnc1CNCc1ccc(OCC(O)CN(C)Cc2ccccc2)cc1 (stereo not drawn)	0
CCOC(=O)C(=O)Nc1cc(Cl)ccc1C	3
CCN(CCCNC(=O)CC1Oc2ccc(C)cc2NC1=O)Cc1ccccc1 (stereo not drawn)	-1

Some of the compounds tested. The share of hits here may be higher or lower than overall.
